mIDH1 inhibitor: qHTS for Inhibitors of mutant isocitrate dehydrogenase 1 (IDH1): qHTS | IDH1-R132H enzyme, NADPH consumption, diaphorase/resazurin fluorescence | 390,000 tested, 0.093% active | Isocitrate dehydrogenase [NADP] cytoplasmic (Homo sapiens), O75874 | Potency, µM (doses to about 76.6 µM), without a hit: at the top dose activity change, negative = inhibition, actives largely listed as inhibitors; further: potency means the concentration at half of the fitted maximal effect; on the % scale 0 is the no-effect control and ±100 the full control effect; nearly all actives have a fitted effect of over 65% in size
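IDH1-R132H (0.5 ug/mL) preincubated 30 min with compound, then NADPH (0.016 mM) and alpha-KG (2 mM) added; 80 min at RT, pH 7.5. Remaining NADPH coupled via diaphorase/resazurin to fluorescence (540/590 nm); concentration-response curves normalized to no-enzyme control.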
D2 ag: HTS Assay for Allosteric Agonists of the Human D2 Dopamine Receptor: Primary Screen for Agonists. activation, % at 2 µM. 340,000 tested, 0.53% active. HEK293 T-REx D2 cells, calcium flux agonist mode. D(2) dopamine receptor (Homo sapiens), P14416;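 active means activation over 3 SD above normal in the single-dose calcium agonist read, cut at about 30% in these data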; further: 0% is about no effect
Target sequence (P14416 whole entry, looked up): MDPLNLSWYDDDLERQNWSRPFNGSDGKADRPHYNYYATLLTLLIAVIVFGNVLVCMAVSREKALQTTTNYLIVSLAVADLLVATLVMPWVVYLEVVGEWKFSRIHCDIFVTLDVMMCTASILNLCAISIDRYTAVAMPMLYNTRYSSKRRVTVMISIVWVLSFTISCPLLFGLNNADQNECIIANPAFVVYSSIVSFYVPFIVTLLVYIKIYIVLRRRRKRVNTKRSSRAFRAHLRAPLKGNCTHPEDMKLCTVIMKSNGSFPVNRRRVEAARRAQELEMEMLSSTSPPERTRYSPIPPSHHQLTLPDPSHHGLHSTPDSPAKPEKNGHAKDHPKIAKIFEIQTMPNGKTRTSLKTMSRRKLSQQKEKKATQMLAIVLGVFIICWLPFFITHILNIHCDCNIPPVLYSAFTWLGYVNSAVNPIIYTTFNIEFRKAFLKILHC
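Agonism is scored from calcium flux in a force-coupled, inducible HEK293 cell line expressing D2, read kinetically for 180 s after compound addition against dopamine controls.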
TRHR agonist: qHTS for Small Molecule Agonists and Allosteric Enhancers of Human TRH Receptor: Primary Screen for Agonists | Thyrotropin-releasing hormone receptor (Homo sapiens), P34981 | TRHR cells, calcium flux fluo-8, FDSS agonist mode | activation, % at 2 µM | AID 493084, 2011 | 360,000 tested, 0.18% active; in the data active means activation above about 30%; further: 0% is about no effect
Target sequence (P34981 whole entry, looked up): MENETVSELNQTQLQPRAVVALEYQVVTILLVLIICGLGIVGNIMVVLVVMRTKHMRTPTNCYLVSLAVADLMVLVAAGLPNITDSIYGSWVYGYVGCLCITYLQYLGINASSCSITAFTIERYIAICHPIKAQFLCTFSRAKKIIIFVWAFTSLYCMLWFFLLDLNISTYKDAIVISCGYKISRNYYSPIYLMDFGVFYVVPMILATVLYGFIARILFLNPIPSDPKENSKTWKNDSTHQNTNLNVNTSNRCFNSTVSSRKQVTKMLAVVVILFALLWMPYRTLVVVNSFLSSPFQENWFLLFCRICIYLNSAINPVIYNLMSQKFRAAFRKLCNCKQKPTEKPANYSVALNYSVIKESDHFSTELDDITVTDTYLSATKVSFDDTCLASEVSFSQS
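TRHR-expressing cells loaded with fluo-8 calcium dye; 23 nL library compound pin-transferred, kinetic FDSS fluorescence (Ex 480/Em 530) recorded about 180 s for agonist-induced calcium release, before a 10 nM TRH EC20 addition for potentiator mode.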
D2 antag: HTS Assay for Allosteric Antagonists of the Human D2 Dopamine Receptor: Primary Screen for Antagonists; HEK293 TREx D2 cells, calcium flux, dopamine EC80; inhibition, % at 10 µM; 340,000 tested, 2% active; AID 485344, 2010; in the data active means inhibition above about 30%; further: 0% is about no effect
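Dopamine at EC80 is the agonist stimulus; test compounds precede it by 180 s. Calcium flux read kinetically in a force-coupled, inducible HEK293 T-REx D2 cell line.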
USP1-UAF1 inh: Inhibitors of USP1/UAF1: Primary Screen | Ubiquitin carboxyl-terminal hydrolase 1 (Homo sapiens), O94782 | recombinant USP1/UAF1, Ub-Rhodamine cleavage fluorescence | Potency, µM (series often up to 57.1 µM), without a hit: at the top dose activity change, negative = inhibition, actives largely listed as inhibitors | 390,000 tested, 0.23% active | AID 743255, 2014; further: potency means the concentration at half of the fitted maximal effect; on the % scale 0 is the no-effect control and ±100 the full control effect; nearly all actives have a fitted effect of over 60% in size; inactives centre near -12
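USP1/UAF1 complex at 1 nM was preincubated with compound for 15 min at room temperature, then Ub-Rho substrate (150nM final) was added. Fluorescence (480/540 nm) was read kinetically, 6 reads every 60 seconds.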
TrxR1 inh: qHTS Assay for Inhibitors of Mammalian Selenoprotein Thioredoxin Reductase 1 (TrxR1): qHTS; Potency, µM (highest dose often 114 µM), for inactives: at the top dose activity change, negative = inhibition, actives largely listed as inhibitors; 390,000 tested, 1% active; recombinant rTrxR1, NADPH fluorescence consumption, selenite substrate; Thioredoxin reductase 1, cytoplasmic (Rattus norvegicus), O89049; AID 588453, 2011; further: potency means the concentration at half of the fitted maximal effect; on the % scale 0 is the no-effect control and ±100 the full control effect; nearly all actives have a fitted effect of over 65% in size
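Rat TrxR1 (90 nM in the dispensed reagent) was pre-reduced with 400 uM NADPH for 5 min at room temperature, then incubated with compound for 15 min. After 400 uM selenite was added, NADPH fluorescence (Ex 340/Em 450 nm) was followed for 8 min.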
TrxR1 substrate: qHTS Assay for Substrates of Mammalian Selenoprotein Thioredoxin Reductase 1 (TrxR1): qHTS; Thioredoxin reductase 1, cytoplasmic (Rattus norvegicus), O89049; Potency, µM (titrated, usually from 114 µM), inactives show at the highest dose activity change, negative = substrate turnover; 390,000 tested, 0.01% active; purified TrxR1 substrate turnover, NADPH consumption readout; AID 588456, 2011; further: potency means the concentration at half of the fitted maximal effect; on the % scale 0 is the no-effect control and ±100 the full control effect; nearly all actives have a fitted effect of over 50% in size
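Rat TrxR1, dispensed at 90 nM, was prereduced with 400 uM NADPH (final) for 5 min at ~22 deg C, then incubated with compound 15 min before 400 uM selenite. A first-read NADPH fluorescence drop versus no-compound background flagged substrates.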
TRHR enhancer: qHTS for Small Molecule Agonists and Allosteric Enhancers of Human TRH Receptor: Primary Screen for Enhancers; Thyrotropin-releasing hormone receptor (Homo sapiens), P34981; TRHR cells, fluo-8 calcium fluorescence, EC20 TRH enhancement; enhancement, % at 2 µM; 360,000 tested, 0.66% active; AID 493056, 2011; in the data active means enhancement above about 30%; further: 0% is about no effect
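TRHR-expressing cells loaded with fluo-8 calcium dye were read kinetically (ex 480/em 530) during compound addition, then stimulated with an EC20 of TRH (10 nM final). Enhancement of the Gq-mediated intracellular calcium response was scored.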
Pin1 inhibitor: qHTS Assay to Find Inhibitors of Pin1. AID 504891, 2011. Peptidyl-prolyl cis-trans isomerase NIMA-interacting 1 (Homo sapiens), Q13526. Potency, µM (doses to about 115 µM), for inactives: top-dose activity, negative = inhibition, most hits filed as inhibitors. 390,000 tested, 0.009% active. Pin1 FP peptide displacement, HiFluor488, 10 min; active means well fitted inhibition curve with a large enough effect in the polarisation, with a control signal flat, not every such curve was filed as active; inconclusive means small, poorly fitted or top-dose-only effect, or effect the other way, or a change in a side signal; inactive means no such curve, though single readings can be large or run the other way; the % refers to the polarisation; further: potency means the concentration at half of the fitted maximal effect; on the % scale 0 is the no-effect control and ±100 the full control effect
Target sequence (Q13526 whole entry, looked up): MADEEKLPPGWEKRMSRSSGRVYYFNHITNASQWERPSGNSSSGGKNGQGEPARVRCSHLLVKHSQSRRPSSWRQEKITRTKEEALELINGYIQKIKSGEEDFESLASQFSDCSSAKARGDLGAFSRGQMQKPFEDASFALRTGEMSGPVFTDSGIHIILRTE
The depositor's hits bear a star; ? = inconclusive; nt = no result given; & = joins results of further samples; ! = repeats disagree; [ ] = remark or other dose. Unless noted, the call rests on the fitted dose curve; in most records, active means well fitted inhibition curve with a large enough effect; inconclusive means small, poorly fitted or top-dose-only effect; inactive means no such curve, though single readings can be large or run the other way. Not all compounds are listed; the hit share may differ from the screen's.

SMILES	mIDH1 inhibitor	D2 ag	TRHR agonist	D2 antag	USP1-UAF1 inh	TrxR1 inh	TrxR1 substrate	TRHR enhancer	Pin1 inhibitor
CC1=Nc2ccc(C)cc2/C1=C/c1c(N)n2oc(C)cc2nc1=O	-3%&-1%	1.1&0.8	1.3&1.5	61*!	-15%&-16%	17%&7%	5%&-3%	3&6	?
CC(C)c1ccccc1-n1c(SCC(=O)N2CCc3ccccc3C2)nc2ccccc2c1=O	-1%	-1.4	-2.8	2	-26%	-8%	-2%	-3	19%
Cc1ccc(NC(=O)N(C2CCCCC2)C(C)c2cccnc2)cc1C (configuration not stated)	14%	-0.2	0.0	26	-25%	16%	-2%	-4	0%
Cc1ccc2cccc(Oc3ccc([N+](=O)[O-])cc3[N+](=O)[O-])c2n1	26%	nt	0.2	nt	-6%	?	-7%	-2	-5%
O=C(CSc1nnc2c(Cl)cc(C(F)(F)F)cn12)Nc1ccc2c(c1)OCO2	0%	-0.3	0.3	-3	-1%	13%[57.1 µM]	7%[57.1 µM]	-6	-2%
COCCn1cc(C(=O)N2CCN(C)CC2)c2c3ccccc3n(C)c2c1=O	1%	0.4	0.2	-3	-13%	34%	139%[activator]	-2	-11%
Cc1ccc(N2CCN(/N=C/c3sccc3C)CC2)cc1	3%	0.1	-0.6	22	-15%	25%	7%	-3	-10%
O=C(/C=C/c1ccc([N+](=O)[O-])cc1)Nc1ncc([N+](=O)[O-])s1	6%	6.1	2.5	-19	-2%	-2%	-6%	-5	?
COc1ccccc1C(=O)NNC(=O)c1ccc(NS(=O)(=O)c2cccs2)cc1	4%	-0.3	1.0	27	-12%	-7%	-7%	1	-9%
CN1CCN(S(=O)(=O)c2ccc(NC(=S)NC(=O)c3ccc(Cl)cc3)cc2)CC1	-1%	-0.5	-0.7	13	-23%	-32%	-8%	0	-6%
C/C(=C\C(=O)c1ccccc1)Nc1ccc(O)cc1	6%	-0.9	-0.3	-10	-13%	6%	0%	-8	26%
COc1ccccc1C(=O)Nc1ccc(C(=O)OCc2cc(=O)n3nc(C)sc3n2)cc1	0%	nt	-0.8	nt	-20%	12%[57.1 µM]	0%[57.1 µM]	5	9%
C#CCOn1c(-n2nc(C)cc2C)nc2ccccc2c1=O	-1%	-2.8	-2.5	18	-9%	-12%	-1%	10	-7%
Cc1ccc(NS(=O)(=O)c2cccc3nsnc23)cc1	11%	0.8	-1.2	-5	-18%	5%	4%	-1	1%
COc1cc(CNC2CCCC2)cc(OC)c1OC	0%	0.2	1.4	8	-7%	11%	9%	-1	-2%

Among those listed so far, these have an aryl thioether with sulfur outside any ring:
SMILES	mIDH1 inhibitor	D2 ag	TRHR agonist	D2 antag	USP1-UAF1 inh	TrxR1 inh	TrxR1 substrate	TRHR enhancer	Pin1 inhibitor
CC(C)c1ccccc1-n1c(SCC(=O)N2CCc3ccccc3C2)nc2ccccc2c1=O	-1%	-1.4	-2.8	2	-26%	-8%	-2%	-3	19%
O=C(CSc1nnc2c(Cl)cc(C(F)(F)F)cn12)Nc1ccc2c(c1)OCO2	0%	-0.3	0.3	-3	-1%	13%[57.1 µM]	7%[57.1 µM]	-6	-2%

Next records follow.
SMILES	mIDH1 inhibitor	D2 ag	TRHR agonist	D2 antag	USP1-UAF1 inh	TrxR1 inh	TrxR1 substrate	TRHR enhancer	Pin1 inhibitor
COc1ccccc1NC(=O)c1ccc2snnc2c1	2%	0.1	0.3	-9	-9%	-21%	3%	-4	-7%
COc1cccc(-c2nc3c(c(SCc4ccccc4Cl)n2)Cc2c(CO)cnc(C)c2O3)c1	-7%	-0.5	0.3	nt	0%	-10%	-5%	2	-3%
CCN1/C(=C/C(C)=C/c2sc3ccccc3[n+]2CC)Sc2ccccc21	?	2.2	2.1	-6	?	17%[57.1 µM]	-5%[57.1 µM]	5	149%[activator]
CCC(OCC(O)CN1CCCCC1)c1ccccc1 (configuration not stated)	3%	0.2	1.1	-13	-17%	50%[activator]	17%	1	4%
COC(=O)c1cc(C(=O)Nc2nnc(CC(C)(C)C)s2)cc([N+](=O)[O-])c1	-7%	3.5	0.5	-4	-3%	7%	-1%	-2	1%
O=C1C(=O)N(CCCN2CCOCC2)C(c2cccs2)/C1=C(/O)c1ccc2c(c1)OCO2 (configuration not stated)	nt	1.1	0.9	16	nt	nt	nt	1	nt
CN1CCN(C(=O)C2CCC(=O)N(Cc3cccc(C(F)(F)F)c3)C2)CC1 (configuration not stated)	8%	0.4	1.4	13	-6%	4%	3%	-4	-3%
COc1cc(OC)cc(C(=O)N2CCN(Cc3ccccc3[N+](=O)[O-])CC2)c1	7%	-0.1	-0.1	13	-8%	18%[57.1 µM]	-15%[57.1 µM]	1	-4%
Cc1ccc(C(CC(=O)NCC2(c3ccccc3)CCCC2)c2ccccc2)c(O)c1 (configuration not stated)	20%	-1.0	-0.5	nt	-22%	-8%	-2%	0	4%
CCOC(=O)c1c(S(=O)(=O)NCC(=O)Nc2cccc(F)c2)c(C)n(C)c1C	-8%	0.1	-0.1	7	-7%	1%	-8%	-3	-5%
CCOc1ccc(S(=O)(=O)N2CCCC(C(=O)Nc3cc(C)cc(C)c3)C2)cc1 (configuration not stated)	0%	-0.8	-0.6	6	-6%	13%[57.1 µM]	-1%[57.1 µM]	0	-3%
Cc1cccc(NS(=O)(=O)c2ccc3c(c2)OCCO3)c1	5%	nt	-0.8	nt	-15%	22%	9%[57.1 µM]	5	3%
CC(=O)c1ccc(N2CCN(c3ccc4cc(S(=O)(=O)N5CCCCC5)ccc4n3)CC2)cc1	7%	0.2	0.5	nt	-22%	12%[57.1 µM]	2%[57.1 µM]	-1	14%
CCC(C)CCN1C(N(C)C)=NC[C@@H]1C (some centres not stated)	1%	0.4	0.1	6	-10%	12%	6%[57.1 µM]	-4	0%
O=C(Nc1ccon1)Nc1ccccc1C(F)(F)F	8%	0.1	-0.1	6	-20%	5%	-1%	-3	-5%
CCOC(=O)c1c(C)n(CC)c2c1cc(O)c1ccccc12	4%	-0.6	0.3	-8	-20%	35%[57.1 µM]	-12%[57.1 µM]	3	-7%
CN(C)CC(C)(C)CNS(=O)(=O)CC12CCC(CC1=O)C2(C)C (configuration not stated)	-2%	0.0	0.6	-12	-6%	5%	-2%	3	-9%
COc1ccc(Cc2nnc(NC(=O)c3ccccc3F)s2)cc1OC	-2%	0.1	0.4	13	-8%	31%	-1%	10	-2%
Cc1nn(CCC(=O)O)c2nc(-c3cccnc3)cc(C(F)(F)F)c12	14%	-0.9	-0.1	-9	-18%	7%	274%[activator]	19	-4%
CN1CCCC(OC(=O)c2cc(Cl)ccc2Cl)C1 (configuration not stated)	2%	2.5	0.1	-9	-14%	1%	3%	1	-6%
CC(=O)NCCC(=O)Nc1ccc(C(N)=O)cc1	0%	0.4	0.9	-13	-6%	34%[57.1 µM]	7%[57.1 µM]	-5	1%
COc1ccccc1C(=O)Nc1ccccn1	5%	-0.3	-1.0	2	-11%	-2%	-4%	0	-5%
CCn1c(-c2ccccc2)csc1=Nc1ccc(S(=O)(=O)O)cc1	4%	0.5	0.0	4	-12%	10%	2%	6	0%
COc1ccc(N2C(=O)/C(=C/c3ccc([N+](=O)[O-])cc3)N=C2C)cc1	-6%	0.0	0.3	13	-22%	19%	1%	-10	13%
O=C(NCCC(=O)N1CCCCC1)c1ccc(Br)cc1	-15%	-0.4	-0.1	24	-19%	25%	2%	-7	-13%
Cc1ccc(NC(=O)C(=O)NC2CCCCC2)cc1	1%	0.7	0.0	-8	-19%	39%	13%	-1	-8%
Cc1cc(C)n(-c2ccc(C(=O)NC(C)C)cc2)n1	-2%	0.6	0.4	0	0%	-5%	-4%	-8	4%
COc1ccc(-c2nc(NC(=O)C3CCN(c4nc5ccccc5o4)CC3)sc2C)cc1	2%	-1.0	0.2	6	-14%	3%	-1%	-5	14%
Clc1ccc(-c2cn(-c3ccc(Cl)cc3)c3[n+]2CCCCC3)cc1	0%	-1.1	-1.4	5	-12%	1%[57.1 µM]	7%[57.1 µM]	2	-3%
CC(C)S(=O)(=O)CC(=O)c1ccc(Cl)cc1	-5%	-1.5	-0.2	-3	0%	-18%	0%	-2	-3%
O=C(O)CSc1nnc(CNc2cccc(C(F)(F)F)c2)n1Cc1ccco1	-1%	0.4	1.6	10	-12%	-26%	6%	17	-8%
Cc1cc2nc(C3CCCN(C(=O)NCc4ccccc4)C3)[nH]c2cc1C (configuration not stated)	4%	0.1	-1.2	-1	-18%	8%	2%	-5	-1%
CSCCC(NS(=O)(=O)c1ccccc1F)C(=O)Nc1cccc(C)n1 (configuration not stated)	4%	0.4	0.2	11	-14%	17%	7%	-3	1%
Cc1nc(-c2nnc(SCC(=O)Nc3cc(C(F)(F)F)cc(C(F)(F)F)c3)n2C)cs1	10%	-1.0	0.2	1	-22%	19%	1%	3	0%
COc1ccc(N(C)S(=O)(=O)c2cccc(C(=O)OCC(=O)Nc3sc4c(c3C#N)CCCCC4)c2)cc1	8%	1.5	0.3	0	-4%	-3%	-7%	2	6%

Assay outcomes from PubChem BioAssay.
